P. falciparum M1AAP: P. falciparum M1AAP inhibitors, biochemical, fluorogenic H-Leu-NHMec substrate, 1536-well (AID 1445); Aminopeptidase N (Plasmodium falciparum (isolate 3D7)); recombinant M1AAP, H-Leu-NHMec fluorogenic kinetic assay; higher % means a stronger effect; one-dose inhibition, % at 30 µM; IC50 in µM for titrated hits; actives 0.42% (n = 220,000);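 active = primary inhibition above the hit cutoff, then over 50% inhibition at one or more dose response concentrations, cut at about 23% in these data, passing the limit was not always enough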;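 also: plate controls were DMSO full reaction for no effect and no enzyme background for full effect; strong numbers were not always called active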
Hep lipid drop: inhibitors of hepatocyte lipid droplet formation, primary screen, imaging, high-throughput imaging, BODIPY stain. actives 0.4% (n = 240,000). AID 1656, 2009. AML12 mouse hepatocytes, oleate lipid droplets. inhibition, % at 6.5 µM;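 active = lipid droplet intensity inhibited by at least 50%, with more than 500 cells counted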
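Technique: fluorescence imaging, 20x objective, two fields per well / Assay system: AML12 hepatocytes (mouse) / Measure: % inhibition of lipid droplet signal / Doses: 6.5 µM single-point dosing / Incubation: overnight exposure / Reagent: 100 µM oleic acid challenge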
Autophagy mod: autophagy modulators in MEF cells, primary screen, imaging, high-content, MEF GFP-LC3 | MEF GFP-LC3 puncta imaging; test concentration mostly 10 µM | calls only at 10 µM (by protocol) | actives 0.98% (n = 190,000) | AID 463193, 2010;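 active = percentage of spot-positive cells more than 3 SD above its plate mean, without a fluorescence outlier flag or 80% toxicity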;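 also: spot-positive cell cutoff set from DMSO-treated cells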
Dynein cargo inh: inhibitors of GR-EGFP nuclear translocation, primary screen, dynein cargo transport inhibitor project, imaging, high-content, 3617.4 mouse cells. test concentration mostly 20 µM; stimulated with dexamethasone, 1 µM; active compounds read low. z-score, hits read low. actives 0.47% (n = 220,000);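 active = plate z-score of nuclear minus cytoplasmic receptor signal below a set negative limit, without overly bright fluorescence or cell loss, cut at about -3.5 in these data, passing the limit was not always enough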;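 also: z-score of nuclear minus cytoplasmic ring GR-EGFP intensity difference per well; some compounds called inactive have numbers as strong as hits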
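Buffer or medium: tet-free, stripped-serum medium; reagent: dexamethasone at 1.0 µM final, 30 min; incubation: 48 h induction, 1 h compound, 30 min dex at 37 °C; measured by: formaldehyde fixation, Hoechst nuclear stain, 10x automated fluorescence imaging; read-out: nuclear-to-cytoplasmic GR-EGFP distribution per well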
Insulin prom up: insulin promoter activators in MIN6 cells, imaging, high-content screening, mouse beta cells. MIN6 insulin promoter-GFP reporter; active compounds read high. z-score at 5 µM. actives 0.3% (n = 190,000). AID 1625, 2009;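 active = z-score above 3 at 5 µM with at least 500 cells counted in the well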
MT stabilizer: microtubule stabilizers in HeLa cells, primary screen, imaging, high-content imaging. HeLa tubulin immunostaining HCS, 24 h; share of cells brighter than vehicle mean+2SD. % tubulin-high responders, % at 10 µM. AID 2205, 2009. actives 0.83% (n = 200,000);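 active = plate Z-score above 3 for both tubulin-high and condensed-nucleus cell shares, with cell loss under 80%, at 10 µM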;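 also: anti alpha tubulin signal scored within the nucleus-defined area of each cell; some results filed as inactive read as strong as hits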
P. falciparum M17LAP: P. falciparum M17LAP inhibitors, primary screen, biochemical, fluorogenic H-Leu-NHMec substrate, 1536-well (AID 1619). actives 0.38% (n = 220,000). one-dose inhibition, % at 30 µM; IC50 in µM for titrated hits. recombinant M17LAP, H-Leu-NHMec fluorogenic kinetic assay; higher % means a stronger effect;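 active = compound inhibiting the enzyme by more than half at any dose during confirmatory dose-response retesting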;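 also: plate controls were full reaction with DMSO carrier for no effect and no enzyme background for full effect; strong numbers were not always called active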
Yfh1-depleted yeast: enhancers of respiration in Yfh1-depleted yeast, dose response, Friedreich's ataxia, plus single-dose screen (AID 1465) | S. cerevisiae Yfh1-off respiration, WST-1 reduction, 72 h; higher fold induction means a stronger effect | fold induction at 50 µM, or EC50 in µM where a hit was titrated | actives 0.074% (n = 220,000);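 active = fold induction of absorbance versus untreated yeast above a set limit, then at least 30% activation at any dose in follow-up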;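 also: activators that raise dye reduction in frataxin-depleted yeast; strong numbers were not always called active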
CSM14.1 death rescue: rescue of cells from ER stress-induced death, primary screen, 384-well, CSM14.1, thapsigargin, ATP luminescence (AID 1222); CSM14.1 thapsigargin-induced death rescue, ATP luminescence; higher % means a stronger effect; cellular ATP content (survival), % at 20 µM, or EC50 in µM where a hit was titrated; 190,000 tested, under 10 active;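 active = EC50 below 50 µM in the dose-response confirmation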;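 also: death triggered by thapsigargin at about 15 µM added after 2 h compound pretreatment; cell ATP read after overnight thapsigargin exposure of roughly 18 to 22 hours; normalized against plate controls of thapsigargin alone and 5% DMSO vehicle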
Dynein cargo inh cytoplasmic EGFP: also measured in Dynein cargo inh; calls as there; z-score; measured here: cytoplasmic GR-EGFP intensity; active compounds read high
Dynein cargo inh nuclear GR-EGFP: recorded beside Dynein cargo inh, whose call it bears; z-score; measured here: nuclear GR-EGFP intensity;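 lower value marks the stronger effect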
Dynein cargo inh cell count: also measured in Dynein cargo inh; calls as there; z-score; measured here: cell count per field
Insulin prom up cell count: further read-out of Insulin prom up, marked with its call; cell count; measured here: cytotoxicity, nuclei count;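 total cells summed across four imaged fields per well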
Hep lipid drop cells 6.5 µM: further read-out of Hep lipid drop, marked with its call; cell count; measured here: cell count, cytotoxicity flag;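 cells counted across two imaged fields per well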
MT stabilizer Hoechst-high %: recorded beside MT stabilizer, whose call it bears; % Hoechst-high responders; measured here: nuclear condensation Hoechst responders;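 share of cells brighter than vehicle mean plus two SD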
MT stabilizer cytotoxicity %: recorded beside MT stabilizer, whose call it bears; toxicity, %; measured here: cytotoxicity by cell density;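 0% = mean cell density of plate MIN control wells and 100% = no cells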
Autophagy mod cell loss 18 h: recorded beside Autophagy mod, whose call it bears; toxicity, %; measured here: cell loss, nuclei count;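 cell loss after 18 h compound exposure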
* marks the source's active call; other numbers are inactive results; i = inactive; / = not tested or not shown.

No.	Molecule	Dynein cargo inh nuclear GR-EGFP	Insulin prom up cell count	P. falciparum M1AAP	Dynein cargo inh	Dynein cargo inh cell count	Autophagy mod	MT stabilizer Hoechst-high %	P. falciparum M17LAP	Hep lipid drop cells 6.5 µM	Autophagy mod cell loss 18 h	MT stabilizer	Hep lipid drop	CSM14.1 death rescue	MT stabilizer cytotoxicity %	Insulin prom up	Yfh1-depleted yeast	Dynein cargo inh cytoplasmic EGFP
1	O=C1CC(c2ccccc2)CC(O)=C1C=NCCN1CCN(Cc2ccccc2)CC1 (centres undefined)	0.24	1427	14%	0.52	-0.13	/	/	8%	675	/	/	-5	/	/	0.08	i	-0.25
2	CNCc1ccccc1Sc1cccc(O)c1	-0.2	1295	4%	-0.22	0.62	i	3.0	1%	/	4	2.2	/	0.0%	5.1	-0.36	i	-0.21
3	CCOC(=O)CSC1=NC(=O)CS1	-0.11	1409	-5%	-0.69	-0.19	i	3.2	-29%	/	55	4.5	/	-1.9%	11	0.59	i	0.0078
4	CCC(=O)NNC(=O)c1cc(COc2cc(Cl)cc(Cl)c2)on1	0.63	/	0%	0.73	-0.49	/	/	-3%	522	/	/	-18	/	/	/	i	0.72
5	O=C(NCCOc1cccc(Cl)c1Cl)c1cc(-n2cnnc2)ccc1Cl	0.75	1392	-3%	0.73	0.54	i	1.5	11%	/	34	2.1	/	-0.9%	0.9	-0.01	i	-0.21
6	CC(C)CNC(=O)COC(=O)CCC(=O)c1ccc(Cl)cc1	0.74	1220	0%	1.2	-0.49	i	2.2	7%	656	3	1.8	-13	-0.1%	0.4	0.2	i	-0.29
7	CC1=C(C(=O)Nc2ccccc2C)C(c2ccc(C)o2)NC(=S)N1 (centres undefined)	0.11	1356	4%	0.096	-0.1	i	3.3	-5%	598	9	4.0	-12	-0.8%	6.8	-0.01	i	-0.22
8	Cc1cc(/C=C(\C#N)C(=O)OCC#N)c(C)n1CC(C)C	-0.096	1363	5%	-0.39	-0.17	i	1.2	3%	592	-20	1.9	-7	0.9%	9.4	-0.74	i	-0.15
9	Cc1ccc(-c2ccc(C(=O)Nc3ccccc3)o2)c2ccccc12	0.46	1079	8%	0.055	0.12	i	3.7	15%	771	-11	4.8	-3	-0.2%	0.0	0.79	i	-0.21
10	CC(=O)C1=C(C)N(Cc2ccccc2)C(=O)N[C@H]1CCc1ccccc1	0.27	/	11%	-0.071	0.77	i	2.9	27%	693	3	4.3	-41	1.5%	11	/	i	-0.24
11	CC(C)c1nc2sc3c(=O)[nH]c(=S)[nH]c3c2c2c1CCCC2	-0.16	1149	-2%	-0.25	-0.11	/	/	-9%	728	/	/	14	/	/	-0.68	i	-0.26
12	O=C(NN=C1CCCC1)c1sc2ccccc2c1Cl	1.1	1364	8%	1.5	-1.5	i	2.1	9%	652	-17	2.1	-7	-8.6%	1.6	-0.31	i	-0.13
13	COc1cccc(/C(O)=C2\C(=O)C(=O)N(c3ccccn3)C2c2cccc(OC)c2OC)c1 (centres undefined)	-0.17	1437	5%	-0.12	-0.37	i	1.4	18%	/	4	1.7	/	-2.3%	8.1	0.54	i	-0.15
14	CCOC(=O)c1[nH]nc(N)c1NC(=O)c1ccc(Cl)cc1Cl	-0.45	/	2%	-0.62	0.58	i	1.6	15%	742	-5	2.2	28	-3.3%	5.7	/	i	-0.26
15	O=C1c2ccc3c4c(ccc(c24)C(=O)N1c1ccc(O)cc1)C(=O)N(c1ccc(O)cc1)C3=O	-0.16	1129	4%	1.2	1	i	1.1	21%	661	32	1.9	8	-0.3%	12	-0.2	i	-0.35
16	O=c1[nH][nH]c(C(F)(F)F)c1C=Nc1ccccc1	0.043	1619	4%	0.77	-0.092	i	1.9	24%	/	-5	1.4	/	2.3%	8.8	-0.58	i	-0.22
17	Cc1ccc(N/N=C/c2c(C)c(C#N)c(=O)n(C)c2O)cc1C	0.53	1346	4%	-0.24	0.08	i	2.7	17%	748	15	2.5	13	0.4%	13	0.33	i	-0.31
18	COc1cccc(NC(=O)OCCN2CCN(Cc3ccccc3)CCC2=O)c1	-0.12	1281	8%	-0.88	0.81	i	2.0	-1%	696	-1	3.1	-4	-2.1%	7.2	-0.74	i	-0.25
19	Cc1onc(-c2c(Cl)cccc2Cl)c1C(=O)n1nnc2ccccc21	-0.57	895	13%	-1.3	0.72	i	1.5	56%	784	-1	1.8	0	0.7%	7.4	0.1	i	-0.22
20	O=C(N/N=C/c1ccc([N+](=O)[O-])o1)c1cn(-c2ccccc2)nc1-c1ccccc1	0.32	1165	0%	0.41	-0.59	i	3.3	16%	660	20	3.2	6	-1.2%	3.5	-0.61	i	-0.21
21	CCc1cccc(C)c1NC(=O)C1C2CCC(O2)C1C(=O)O (centres undefined)	0.55	1237	4%	0.53	-0.59	i	0.8	-3%	723	-2	1.5	-32	-2.7%	5.1	0.08	i	-0.23
22	CCOc1ccc(-c2ccc(SCc3ccccn3)nn2)cc1	-0.2	1341	3%	-0.62	0.89	i	1.6	-3%	701	12	4.1	15	/	7.2	0.53	i	-0.29
23	CN(C)C(=O)CSc1cnc2ccccc2n1	0.32	1209	6%	0.58	0.31	i	2.2	21%	708	-4	2.2	-10	-1.1%	2.5	0.23	/	-0.27
24	Cc1ccc(C2c3sc(=O)[nH]c3SC3C4CC(C5C(=O)N(C(C)C(=O)O)C(=O)C45)C23)cc1 (centres undefined)	0.38	1180	1%	1	-0.097	i	2.7	32%	342	10	2.6	-28	-1.9%	0.2	0.3	i	-0.32
25	Cc1ncc(N=Nc2ccccc2Cl)c(-c2ccccc2)n1	-0.21	/	8%	-0.23	0.31	i	1.3	1%	/	4	2.8	/	0.2%	10.0	/	i	-0.073

Reprinted from the part before: 3 entries, followed by the next part.
No.	Molecule	Dynein cargo inh nuclear GR-EGFP	Insulin prom up cell count	P. falciparum M1AAP	Dynein cargo inh	Dynein cargo inh cell count	Autophagy mod	MT stabilizer Hoechst-high %	P. falciparum M17LAP	Hep lipid drop cells 6.5 µM	Autophagy mod cell loss 18 h	MT stabilizer	Hep lipid drop	CSM14.1 death rescue	MT stabilizer cytotoxicity %	Insulin prom up	Yfh1-depleted yeast	Dynein cargo inh cytoplasmic EGFP
23	CN(C)C(=O)CSc1cnc2ccccc2n1	0.32	1209	6%	0.58	0.31	i	2.2	21%	708	-4	2.2	-10	-1.1%	2.5	0.23	/	-0.27
24	Cc1ccc(C2c3sc(=O)[nH]c3SC3C4CC(C5C(=O)N(C(C)C(=O)O)C(=O)C45)C23)cc1 (centres undefined)	0.38	1180	1%	1	-0.097	i	2.7	32%	342	10	2.6	-28	-1.9%	0.2	0.3	i	-0.32
25	Cc1ncc(N=Nc2ccccc2Cl)c(-c2ccccc2)n1	-0.21	/	8%	-0.23	0.31	i	1.3	1%	/	4	2.8	/	0.2%	10.0	/	i	-0.073
26	O=C(NCCc1ccccc1)C1CCCN(S(=O)(=O)c2cccc3nsnc23)C1 (centres undefined)	-0.24	1525	-2%	-0.34	-0.89	i	1.8	-8%	630	8	5.7	5	-2.9%	7.7	-0.49	i	-0.062
27	CC1SC(=NC(=O)C(C)N2C(=O)c3ccccc3C2=O)NC1=O (centres undefined)	-0.46	1121	7%	-0.58	0.87	i	2.7	0%	764	2	2.9	16	-2.1%	9.5	0.42	i	-0.28
28	Cc1ccc(NC(=O)N/C=C/c2ccco2)cc1	-0.46	1191	-2%	0.19	0.5	i	1.7	16%	638	2	1.3	-5	-1.9%	2.9	-0.02	i	-0.19
29	COc1cc2[nH]c(=O)n(CCC(=O)NCCC(C)C)c(=O)c2cc1OC	0.013	856	-5%	-0.37	0.8	i	0.8	-2%	750	-9	1.6	13	-1.3%	6.0	0.21	i	-0.11
30	O=C(Nn1cnnc1)C1Cc2ccccc2CN1S(=O)(=O)c1ccc(F)cc1 (centres undefined)	-0.51	1393	1%	-0.47	1.6	i	2.2	-7%	620	-3	3.0	-6	-2.9%	5.5	0.66	i	-0.18

Rows were taken by chance; about 3.5% have a hit in one of these screens.
